# PABP1 MLLE inh: inhibitors of microRNA-mediated deadenylation, human PABP1 MLLE binding | GST-MLLE / FITC-PAM2 fluorescence polarization | inhibition, % at 20 µM | 0.36% of 360,000 active | AID 588489; in the data active = inhibition above about 35%, passing the limit was not always enough;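 also: plate controls were DMSO wells with GST-MLLE for no effect and wells lacking GST-MLLE protein for full effect; some results filed as inactive read as strong as hits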
# FAS TE block: blocks the thioesterase domain of human fatty acid synthase; inhibition, % at 15 µM; 0.67% of 360,000 active; P49327; recombinant FAS-TE, OMFH fluorogenic substrate, fluorescence endpoint;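 active = compounds whose normalised, plate-corrected inhibition of enzyme fluorescence in the single-dose primary screen is 50% or more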;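 also: 0% = DMSO with enzyme and 100% = substrate without enzyme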
# bovine MsrA act: bovine methionine sulfoxide reductase A activation; activation, % at 10.6 µM; purified bovine MsrA, absorbance read-out; 0.3% of 360,000 active; in the data active = activation above about 7.5%;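 also: 0% = vehicle and 100% = reference activator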
# SKN-1 inh: blocks SKN-1 activity in C. elegans. C. elegans VP596 Pgst-4::GFP/RFP ratio, acrylamide-induced, 24 h. 0.49% of 360,000 active. inhibition, % at 21.8 µM;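 active = interference check ratio from 0.5 to 1.5 plus GFP to RFP signal ratio inhibition reaching or exceeding a fixed threshold, cut at about 30% in these data, passing the limit was not always enough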; also: some compounds called inactive have numbers as strong as hits
# Tb MetRS inh: blocks T. brucei methionyl-tRNA synthetase activity | purified T. brucei MetRS, ATP depletion, Kinase-Glo luminescence | inhibition, % at 11.9 µM | 0.4% of 360,000 active | AID 624268;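 active = inhibition above a per-plate cutoff of the control wells' mean inhibition plus 3 SD, cut at about 5.5% in these data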;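 also: 0% = DMSO wells median and 100% = median of wells with control inhibitor compound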
#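 Measured by: Kinase-Glo luciferase luminescence reporting remaining unconsumed ATP. Material: purified T. brucei MetRS enzyme. Doses: 11.9 µM compound single dose, 0.9% DMSO. Medium: HEPES buffer containing pyrophosphatase, BSA, spermine, DTT. Times: 15 min preincubation, 2 h reaction, all 25 °C. Reagent: methionine, ATP and bulk E. coli tRNA.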
# MsrA inhibitor: inhibitors of bovine MsrA. AID 651718. inhibition, % at 15.5 µM. purified bovine MsrA, absorbance read-out. 0.75% of 360,000 active; in the data active = inhibition above about 4.5%;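 also: 0% = vehicle wells with enzyme and 100% = reference inhibitor wells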
# MT1-MMP act inh: blocks activation of human MT1-MMP; HT1080 RFP-PRO-GFP cells, GFP/RFP ratio fluorescence, overnight; percent of plate control window, DMSO zero; 0.061% of 360,000 active; P50281; GFP/RFP ratio change, % at 20 µM;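 active = GFP/RFP ratio change of at least 30% with cell ATP level not reduced by more than half and red fluorescence within 50% of control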; also: strong numbers were not always called active
#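 Material: RFP-PRO-GFP reporter HT1080 cells. Dosing: single-point 20 µM compound, 1% DMSO. Controls: DMSO and RFP-L50D-GFP cell wells. Timing: cells overnight before dosing, compound overnight, 37 °C, 5% CO2. Measure: GFP/RFP fluorescence ratio.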
# E coli Lon inh: E. coli protease La inhibition | P0A9M0 | purified E. coli Lon protease, fluorescence polarization | inhibition, % at 7.94 µM | 0.42% of 360,000 active | AID 602123; in the data active = inhibition above about 13%, passing the limit was not always enough;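 also: 0% = enzyme with probe and DMSO and 100% = no enzyme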
# CendR NRP1 mod: alters CendR peptide binding to human NRP-1 | inhibition, % at 25 µM | O14786 | FAM-RPARPAR peptide binding to NRP-1, fluorescence polarization | 0.85% of 360,000 active | AID 602438;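 active = inhibition or corrected inhibition above about 18%, plus a signal ratio from 0.5 to 1.5, limit read from the data, passing the limit was not always enough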; also: strong numbers were not always called active
# Target sequence (O14786 whole entry, looked up): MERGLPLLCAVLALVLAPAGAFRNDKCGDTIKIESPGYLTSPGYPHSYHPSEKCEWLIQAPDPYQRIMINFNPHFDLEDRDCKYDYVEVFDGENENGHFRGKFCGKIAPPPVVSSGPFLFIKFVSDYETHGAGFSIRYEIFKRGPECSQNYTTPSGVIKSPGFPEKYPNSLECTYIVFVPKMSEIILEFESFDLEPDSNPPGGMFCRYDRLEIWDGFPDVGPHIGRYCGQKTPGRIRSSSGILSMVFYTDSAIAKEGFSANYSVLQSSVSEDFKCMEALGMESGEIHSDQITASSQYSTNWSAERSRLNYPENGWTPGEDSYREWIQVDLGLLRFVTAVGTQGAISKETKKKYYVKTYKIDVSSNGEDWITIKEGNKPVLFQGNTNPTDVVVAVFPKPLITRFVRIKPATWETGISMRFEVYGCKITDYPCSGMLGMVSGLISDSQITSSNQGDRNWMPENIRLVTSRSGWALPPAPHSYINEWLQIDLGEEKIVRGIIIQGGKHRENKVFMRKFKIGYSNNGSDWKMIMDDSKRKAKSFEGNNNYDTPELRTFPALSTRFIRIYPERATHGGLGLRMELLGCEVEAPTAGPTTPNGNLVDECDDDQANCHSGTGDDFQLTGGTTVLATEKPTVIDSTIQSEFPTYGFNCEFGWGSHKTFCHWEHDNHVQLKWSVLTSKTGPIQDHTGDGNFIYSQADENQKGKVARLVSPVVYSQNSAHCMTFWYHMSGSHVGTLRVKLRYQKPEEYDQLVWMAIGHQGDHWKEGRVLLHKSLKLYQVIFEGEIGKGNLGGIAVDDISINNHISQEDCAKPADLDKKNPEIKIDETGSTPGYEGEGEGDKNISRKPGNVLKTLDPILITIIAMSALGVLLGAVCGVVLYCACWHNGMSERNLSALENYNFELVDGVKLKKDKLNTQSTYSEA
# Active calls of the source: *; x = no result given.
No.	Molecule	CendR NRP1 mod	MsrA inhibitor	bovine MsrA act	E coli Lon inh	PABP1 MLLE inh	MT1-MMP act inh	FAS TE block	Tb MetRS inh	SKN-1 inh
1	CCN(CC)S(=O)(=O)c1ccc(-c2nnc(SCC(=O)Nc3ccc(OC)cc3)o2)cc1	18	-0.3	3	0	-1	1	-10	-1.2	-9
2	COC(=O)c1ccccc1S(=O)(=O)Oc1ccc(-c2ccc(C(=O)O)cc2)cc1	1	-0.8	0	-3	1	-4	2	0.9	-6
3	O=S(=O)(c1ccccc1)c1ncc(C(F)(F)F)cc1Cl	-4	0.5	-10	7	10	-2	2	-1.1	-5
4	CCCCn1c(N)c(N(CCC(C)C)C(=O)COC(=O)c2ccc([N+](=O)[O-])s2)c(=O)[nH]c1=O	-20	0.3	2	-1	-10	2	4	0.0	10
5	Cc1c(Cl)c(C(=O)N2CCCCCC2)nn1C	-1	-0.6	-3	15	16	1	-5	-0.3	-4
6	CC(C)(C)OC(=O)NOCC(=O)N(Cc1ccccc1)CC(O)COc1ccccc1 (stereo not drawn)	5	0.4	-14	0	-3	7	-4	0.2	15
7	N#Cc1nc(-c2ccccc2)oc1N1CCN(C(=O)c2ccco2)CC1	7	2.1	-2	-7	4	0	-3	-0.5	6
8	O=C(c1ccncc1)N1CCN(C2CCC(c3ccccc3)CC2)CC1 (stereo not drawn)	18	-1.0	-11	16	0	5	-2	-0.2	5
9	Cc1ccc2nc(NC(=O)CSCC(=O)OCC(=O)c3ccccc3)sc2c1	-7	0.2	-2	-18	33	-1	4	0.4	-10
10	O=C(O)C1CC(=O)N(Cc2ccc3c(c2)OCO3)C1 (stereo not drawn)	-7	x	-4	4	6	-1	-5	-0.2	20
11	CCOc1ccc(NC(=O)CN(C)C(=O)CCN2C(=O)C3CC=CCC3C2=O)cc1OCC (stereo not drawn)	-4	0.5	1	-4	-1	-6	-8	-0.3	-4
12	Cn1cnnc1SC1CCCCC1NS(=O)(=O)c1ccccc1 (stereo not drawn)	-8	-0.3	0	9	-7	3	-7	-0.5	6
13	Cc1ccc(NC(=O)c2ccc(OCC3CCCO3)cc2)c(C)c1 (stereo not drawn)	2	-1.0	-5	-2	6	6	-19	0.5	-4
14	CC(O)c1nc2ccccc2n1CCCCOc1ccccc1 (stereo not drawn)	-11	-0.2	-4	0	1	4	-1	-0.6	5
15	CC(=O)Nc1nnc(/C=C/c2cccc([N+](=O)[O-])c2)s1	-2	0.4	-4	-8	-20	-2	-1	0.0	14
16	Cc1cn(CC(=O)NCCCn2ccnc2)c(=O)[nH]c1=O	2	0.3	-1	-15	5	4	-9	0.0	-8
17	Cc1ccc(C(C)(C)C)cc1S(=O)(=O)Nc1cccc(C(=O)N2CCN(c3ccccn3)CC2)c1	-3	0.1	-1	2	1	4	13	0.1	-10
18	CSc1nnc2c3cc(C)ccc3n(Cc3ccccc3)c2n1	1	0.1	-6	7	-3	0	-2	-0.1	2
19	COc1ccc(-n2nc(C)cc2Nc2ccccc2C(=O)O)cc1	-2	1.1	-8	5	1	0	-1	-1.0	10
20	C=CCSc1nnc2c(n1)OC(c1cccnc1)N(C(C)=O)c1ccccc1-2 (stereo not drawn)	-8	2.7	-10	-10	20	2	-10	-0.7	-27
21	CC(C)(C)N(Cc1ccccc1)C(=O)CSc1nc2ccccc2c(=O)[nH]1	-11	1.3	-1	0	2	-12	5	-0.5	20
22	O=C(c1ccco1)N1CCN(CCCCOc2cccc3ccccc23)CC1	1	-0.4	-2	12	-11	3	7	-0.1	3
23	CCOC(=O)C1=C(Nc2ccccc2)CC(C)(O)C(C(=O)OCC)C1c1ccccc1 (stereo not drawn)	-9	-0.8	-3	-2	3	-1	-6	0.0	12
24	CCCNC(=O)CC(NS(=O)(=O)c1ccc(Cl)cc1)c1ccco1 (stereo not drawn)	-5	0.7	-4	-1	17	1	-6	-0.8	-12
25	O=C(O)CCN(CCC(=O)O)S(=O)(=O)c1ccccc1	2	-0.2	2	5	-16	5	-4	0.0	-11
26	Cc1nc2ccccc2nc1SCC(=O)c1ccccc1	1	0.8	-5	-11	12	-3	14	0.3	6
27	O=c1cc(Cc2ccc([N+](=O)[O-])cc2)[nH]c(=O)[nH]1	17	0.5	-4	-1	4	0	-4	-0.4	-9
28	CN(Cc1ccccc1)C(=O)c1ccc(NC(=O)Cc2cccc([N+](=O)[O-])c2)cc1	11	-0.8	-2	6	-13	2	16	-0.2	33
29	Nn1c(SCC(=O)Nc2ccc(F)cc2)nnc1-c1cccnc1	-21	-0.4	-3	-9	-69	6	-9	0.1	20
30	C[C@@]12CCC3[C@@](CCC4[C@@]3(C)CCC[C@@]4(C)C(=O)NCc3ccccc3)(CC1=O)C2 (stereo partly drawn)	7	-0.9	-1	-1	-9	9	17	-0.2	8
31	Cc1ccc(SCc2ccc(C(=O)Nc3ccccc3C(=O)NC(C)C)cc2)cc1	-1	1.3	-6	-2	-1	-2	18	-0.2	0
32	CN(C(=O)Nc1cnc2ccccc2c1)c1ccccc1	-13	-0.5	5	-1	-11	2	-6	-0.1	6
33	CCN1C(=O)/C(=C2/C=Cc3ccccc3N2C)OC1=S	-177	0.3	-5	2	8	-12	-10	-0.2	19
34	O=C(CSc1nc(-c2ccccc2)c(-c2ccccc2)[nH]1)Nc1ccc2c(c1)OCO2	3	0.4	-5	-9	-95	6	5	-0.3	10
35	CCn1c(SCC(=O)NC2CC2)nnc1-c1ccccc1OC	2	-0.2	-3	-2	5	0	-3	-0.1	1
36	CCOC(=O)C1=C(c2ccccc2)N=C2SCC(=O)N2C1c1ccc(O)c(OC)c1 (stereo not drawn)	-16	1.3	-2	-13	23	0	-12	-0.7	12
37	O=C(CSc1nnc2c(n1)[nH]c1ccc(F)cc12)Nc1ccccc1F	-1	0.1	-4	-11	7	2	-2	2.8	1
38	Cc1cccc(O)c1C	-19	-0.7	2	-9	12	2	-3	-1.4	12
39	COc1ccc(CN(C(=O)c2ccco2)c2ccc(C)cc2)cc1OC	10	1.4	7.9*	3	2	-3	-2	-0.1	-13
40	CCn1c(SCc2ccc(F)cc2)nnc1-c1nn(-c2ccccc2)ccc1=O	4	1.2	-10	-10	-21	0	-7	-1.4	27
41	CSc1nc(SCCO)c2sc3nc(-c4ccco4)c4c(c3c2n1)CC(C)(C)OC4	-97	1.9	0	5	-13	1	5	-1.2	8
42	COc1ccccc1-c1coc2cc(OC(=O)N3CCOCC3)ccc2c1=O	5	2.3	-7	15	-7	0	-6	-0.9	-16
43	CCOC(=O)C1(CCCc2ccccc2)CCN(C(=O)CN2CCOC2=O)CC1	-2	-0.3	-5	-3	-1	-4	-4	-0.5	2
44	COC(=O)c1cc(NC(=O)Nc2cccc(Cl)c2)ccc1Cl	-3	-1.9	-7	-6	1	3	34	-0.1	-1
45	CCOC(=O)C1(CCCc2ccccc2)CCN(C(=O)CCOC)CC1	12	0.2	-8	1	4	-1	-3	-0.1	-1
46	O=C(c1ccoc1)N1CCC(CO)(CCc2ccccc2)CC1	-9	1.1	-6	2	-9	-1	3	0.1	-4
47	Cc1cc(CNC(=O)C2(C(F)(F)F)C/C(=C\CCO)CCCO2)nn1C (stereo not drawn)	6	0.9	-8	-7	2	-2	-9	-0.6	-13
48	Cc1nn(-c2ccccc2)c(C)c1/C=N\N1CCN(c2ccc(Cl)cc2)CC1	25*	-0.9	-4	-6	4	-5	23	-0.1	2
49	O=C(/C=C/[C@H]1O[C@@H](n2cnc3c(NC(=O)c4ccccc4)ncnc32)[C@H](O)[C@@H]1O)NCc1cccc2ccccc12	3	-0.8	-8	-14	-3	-2	-3	-0.9	-5
50	Cc1c(C(=O)C(=O)N2CCN(Cc3ccc4c(c3)OCO4)CC2)c2ccccc2n1C	6	1.0	-3	-3	6	-3	2	0.4	6
51	Cn1c(=O)oc2cc(S(=O)(=O)N3CCC(C(=O)NCc4ccc(F)cc4)CC3)ccc21	11	-0.6	0	-3	-6	-1	-1	0.0	6
52	COc1cccc(N2CCN(C(=O)c3cc4c(s3)CCCCC4)CC2)c1	-1	0.1	-3	2	1	6	22	-0.6	5
53	COc1ccc(S(=O)(=O)N2CCOCC2)c(Cl)c1Cl	-9	-0.5	-2	-1	-3	-4	-4	0.1	18
54	CNc1ncnc2c1ncn2[C@H]1CN(Cc2cccnc2)C[C@@H](CO)O1	-2	-1.4	-3	-1	9	2	-8	-0.2	21
55	Nc1cccc2cnccc12	9	1.8	-1	2	1	9	-8	-0.1	22
56	O=S(=O)(c1cccc2nsnc12)N1CCc2ccccc21	-4	0.5	-8	-6	-9	11	-2	-2.2	2
57	Cn1c(N)c(C(=O)COC(=O)c2ccc(Cl)c(S(=O)(=O)N3CCCCC3)c2)c(=O)n(C)c1=O	-4	-0.9	-5	-13	7	10	11	-0.6	-4
58	CCCNC(=O)C1(C)CCCN(Cc2noc(-c3c(C)noc3C)n2)C1 (stereo not drawn)	18	-0.3	2	11	-4	0	-6	-0.1	18
59	CN1c2ccccc2C(=O)/C(=C\Nc2ncccn2)S1(=O)=O	7	0.1	-3	0	28	1	-3	0.4	3
60	Cc1ccc2c(c1)nnn2C1CCN(CC(=O)N(c2ccccc2)c2ccccc2)CC1	6	-0.2	-3	-8	12	1	10	-1.1	9

# From compound 31 up to 33, copied from above:
No.	Molecule	CendR NRP1 mod	MsrA inhibitor	bovine MsrA act	E coli Lon inh	PABP1 MLLE inh	MT1-MMP act inh	FAS TE block	Tb MetRS inh	SKN-1 inh
31	Cc1ccc(SCc2ccc(C(=O)Nc3ccccc3C(=O)NC(C)C)cc2)cc1	-1	1.3	-6	-2	-1	-2	18	-0.2	0
32	CN(C(=O)Nc1cnc2ccccc2c1)c1ccccc1	-13	-0.5	5	-1	-11	2	-6	-0.1	6
33	CCN1C(=O)/C(=C2/C=Cc3ccccc3N2C)OC1=S	-177	0.3	-5	2	8	-12	-10	-0.2	19

# Next part.
No.	Molecule	CendR NRP1 mod	MsrA inhibitor	bovine MsrA act	E coli Lon inh	PABP1 MLLE inh	MT1-MMP act inh	FAS TE block	Tb MetRS inh	SKN-1 inh
61	COc1ccc(Nc2ncnc3c2c(C)c(C)n3CCCN(C)C)cc1	0	1.0	1	4	2	-3	-2	-0.3	10
62	COc1ccc(C(=O)C2CCCN(C(=O)c3ccoc3C)C2)cc1F (stereo not drawn)	5	1.8	4	0	16	1	-10	0.0	12
63	O=C(Cc1ccc(Cl)cc1)NNC(=O)Nc1cccc2ccccc12	-3	0.8	-3	-14	-2	-2	-4	-0.4	7
64	CCCOC1CCCN(C(=O)c2ccc(OC3CCN(Cc4ccccn4)CC3)cc2)C1 (stereo not drawn)	-10	-0.9	-4	5	-5	0	-8	-0.3	-7
65	COc1ccc(Cl)cc1S(=O)(=O)N1CCC(C(=O)NCCc2ccccc2)CC1	0	-1.4	-2	0	6	-2	16	-0.3	4
66	CCN(CC(=O)NCCc1ccc(F)cc1)Cc1nc2ccccc2c(=O)[nH]1	0	0.3	-4	-12	-8	-3	-6	0.1	-4
67	Cc1cc(C)n(CC(=O)NC2CCCc3c2cnn3-c2ccccc2F)n1 (stereo not drawn)	14	1.3	-1	6	6	3	-3	0.0	11
68	COc1ccc(-c2nc(CCl)cs2)cc1OC	9	-0.1	-15	2	-1	-2	-1	-1.1	1

# High-throughput results: PubChem, several laboratories
